# Bioassay records (PubChem BioAssay)
# NS5 inhibitors = Dengue-2 NS5 methyltransferase inhibitors, primary screen, biochemical, confirmation dose response (AID 588689) | Dengue-2 NS5 methyltransferase capping enzyme assay, biochemical; higher % means a stronger effect | inhibition, % at 25 µM, or IC50 in µM where a hit was titrated | hit rate 0.3% among 340,000; in the data active = a potency from the dose series; inconclusive = inhibition above about 29% without an active follow-up result
# GPR35 arrestin U2OS = inhibition of zaprinast-stimulated GPR35 beta-arrestin translocation – imaging, U2OS, beta-arrestin-GFP, zaprinast agonist, primary screen (AID 2058) | U2OS GPR35 beta-arrestin-GFP translocation imaging, zaprinast antagonism; higher % means a stronger effect | inhibition, % at 10 µM, or IC50 in µM where a hit was titrated | hit rate 0.052% among 290,000;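 active = inhibition of at least 50% with at least 30 cells and total cytoplasm GFP at most 10,000,000; inconclusive = under 30 cells or total GFP of 10,000,000 plus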
# HIV fusion peptide = cell-free HIV fusion peptide-binding blockers – biochemical, uHTS, fluorescence dequenching, primary screen (AID 1986); cell-free peptide binding, fluorescence dequenching, 30 min; higher % means a stronger effect; one-dose inhibition, % at 20 µM; IC50 in µM for titrated hits; hit rate 0.3% among 290,000; in the data active = inhibition mostly above about 52%, no sharp cut-off; inactive = mostly below about 76%; note: some results filed as inactive read as strong as hits
# RSV antiviral HEp-2 = RSV antiviral activity via CPE protection, HEp-2 cells, primary 10 µM value included (AID 2391); CPE inhibition, % at 10 µM, or IC50 in µM where a hit was titrated; hit rate 0.13% among 310,000; HEp-2 cells, RSV-induced CPE inhibition; higher % means a stronger effect; in the data active = a potency from the dose series; inconclusive = CPE inhibition mostly from about 23% at the one dose, without a potency; inactive = the rest, 99 in 100 with CPE inhibition below about 21%; note: strong numbers were not always called active
# K1F lysis inhibition = inhibition of K1F phage lysis, E. coli UTI89, bacterial capsule biogenesis inhibitors, alamar blue (AID 488966); E. coli UTI89 K1F phage lysis, alamar blue, 2 h; higher % means a stronger effect; inhibition, % at 100 µM; hits with a dose series show IC50 in µM; hit rate 0.02% among 340,000;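 active = phage lysis inhibition, versus mean bacterial control, above a set limit; inconclusive = no clear call, values can overlap the other calls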;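 note: capsule biogenesis inhibitors block K1F phage lysis so surviving cells raise fluorescence; higher fluorescence means more inhibition of phage lysis; actives were called in the ten point dose series up to 300 µM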
# Salmonella PhoP GFP = PhoP-dependent GFP reporter repression – Salmonella Typhimurium, primary screen (AID 1863) | S. Typhimurium PhoP-regulated promoter GFP reporter, 4 h; higher % means a stronger effect | one-dose inhibition, % at 50 µM; IC50 in µM for titrated hits | hit rate 0.16% among 300,000;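 active = inhibition over 29.93%, a cutoff 3 SD above the screen mean, later confirmed by dose response; inconclusive = inhibition over 29.93% but no dose response follow-up; inactive = inhibition at most 29.93% or unconfirmed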;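 note: 0% = low Mg2+ inducing control and 100% = high Mg2+ repressing control; strong numbers were not always called active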
# Rac1 GTP hydrolysis = MgcRacGAP GTPase-activating activity inhibitors, confirmation, biochemical, ADP Hunter fluorescence. hit rate 0.6% among 340,000. AID 624330. MgcRacGAP-stimulated Rac1 GTP hydrolysis, ADP Hunter fluorescence; higher % means a stronger effect; GST-tagged Rac1 F28L mutant substrate. inhibition, % at 30 µM, or IC50 in µM where a hit was titrated;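 active = first-screen hits whose inhibition reached a set limit at any dose in the follow-up dose series; inconclusive = inhibition above the set first-screen limit but never retested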;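 note: fluorescence reports GDP produced by GAP-driven GTP hydrolysis; strong numbers were not always called active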
# GPR55 antagonists = GPR55 antagonists blocking LPI-driven arrestin recruitment, primary screen, imaging, U2OS, beta-arrestin-GFP, LPI agonist (AID 2013) | inhibition, % at 10 µM, or IC50 in µM where a hit was titrated | U2OS GPR55 beta-arrestin-GFP translocation imaging, LPI antagonism; higher % means a stronger effect | hit rate 0.13% among 290,000;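 active = spots per cell inhibited over 60%, with over 100 cells counted and total cytoplasm intensity under 500,000; inconclusive = wells with under 100 cells, flagged as likely toxic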;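 note: U2OS cells stably carrying GPR55 and arrestin-GFP stimulated by 5 µM LPI near EC80; imaged beta-arrestin-GFP aggregate spots per cell after agonist stimulation; plate controls were LPI-stimulated DMSO wells for no effect and DMSO wells without LPI for full effect; some results filed as inactive read as strong as hits; confirmed hits need IC50 under 10 µM and bright autofluorescent wells are also inconclusive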
# SV40 large T antigen = SV40 large T antigen inhibitors, biochemical (AID 1903) | inhibition, % at 20 µM, or IC50 in µM where a hit was titrated | SV40 large T antigen ATPase/helicase inhibition assay; higher % means a stronger effect | hit rate 0.39% among 310,000; in the data active = a potency from the dose series; inconclusive = inhibition mostly from about 32% at the one dose, without a potency; inactive = the rest, 99 in 100 with inhibition below about 32%; note: strong numbers were not always called active
# An asterisk follows results filed as active; ? = inconclusive; . = not tested or not shown; [ ] = another dose, or the depositor's remark. Compounds were not picked by outcome; any-hit rate near 1.5%.
no.	compound	NS5 inhibitors	GPR35 arrestin U2OS	HIV fusion peptide	RSV antiviral HEp-2	K1F lysis inhibition	Salmonella PhoP GFP	Rac1 GTP hydrolysis	GPR55 antagonists	SV40 large T antigen
1	CC1=CC(C)C2(COC(=O)Nc3ccccc3)COC(C)C1C2C (configuration not stated)	1%	11%	-0.3%	6.8%	-1.0%	-8%	-11%	-5%	22%
2	O=C(COC(=O)c1ccco1)Nc1ccc2c(c1)OCO2	-6%	-8%	5.3%	0.6%	1.9%	11%	10%	9%	-4%
3	CN(C)[C@@H]1C(=O)C(C(=O)NCN2CCCC2)=C(O)[C@@]2(O)C(=O)C3=C(O)c4c(O)cccc4[C@@](C)(O)C3CC12 (some centres not stated)	.	2%	55%*	.	.	1%	.	-11%	33%
4	O=C(Nc1ccc(NC(=O)c2cc3ccccc3o2)cc1)c1ccc2c(c1)OCCO2	-2%	6%	0.4%	6.0%	0.2%	7%	7%	-2%	6%
5	COc1ccc(CNCC(O)COc2ccc(C(C)(C)c3ccccc3)cc2)cc1 (configuration not stated)	-1%	-1%	0.9%	-2.1%	-0.2%	7%	27%	22%	5%
6	O=C(/C=C/c1cccs1)N1CCC2(CC1)Oc1ccc(Cl)cc1C(=O)C21CC(c2ccccc2)=NO1 (configuration not stated)	-14%	4%	-1.7%	1.4%	2.4%	-4%	4%	-2%	21%
7	COc1ccc(/C=N/Nc2nonc2N)c(OC)c1	-16%	3%	-0.9%	-3.8%	-0.6%	-1%	4%	0%	5%
8	Cc1c(C(Nc2ccccn2)c2ccccc2)c(=O)n(-c2ccccc2)n1C (configuration not stated)	-9%	-5%	-0.1%	2.6%	0.8%	3%	4%	-12%	21%

# One compound at a time, from the list above:
# Cc1c(C(Nc2ccccn2)c2ccccc2)c(=O)n(-c2ccccc2)n1C (configuration not stated) as listed: NS5 inhibitors: -9%; GPR35 arrestin U2OS: -5%; HIV fusion peptide: -0.1%; RSV antiviral HEp-2: 2.6%; K1F lysis inhibition: 0.8%; Salmonella PhoP GFP: 3%; Rac1 GTP hydrolysis: 4%; GPR55 antagonists: -12%; SV40 large T antigen: 21%
# O=C(Nc1ccc(NC(=O)c2cc3ccccc3o2)cc1)c1ccc2c(c1)OCCO2 as listed: NS5 inhibitors: -2%; GPR35 arrestin U2OS: 6%; HIV fusion peptide: 0.4%; RSV antiviral HEp-2: 6.0%; K1F lysis inhibition: 0.2%; Salmonella PhoP GFP: 7%; Rac1 GTP hydrolysis: 7%; GPR55 antagonists: -2%; SV40 large T antigen: 6%

# More structures follow:
no.	compound	NS5 inhibitors	GPR35 arrestin U2OS	HIV fusion peptide	RSV antiviral HEp-2	K1F lysis inhibition	Salmonella PhoP GFP	Rac1 GTP hydrolysis	GPR55 antagonists	SV40 large T antigen
9	COc1ccc(CCC(=O)NNC(=O)c2ccc(OC)cc2)cc1	-6%	4%	-1.5%	1.9%	0.1%	5%	6%	-5%	-1%
10	COC(=O)c1cc(C)sc1NC(=O)C1CC(=O)NN1Cc1ccccc1 (configuration not stated)	-2%	-4%	-2.1%	3.7%	-0.2%	-3%	14%	-18%	-3%
11	Cc1cc(C)nc(SCC(=O)N2CCc3ccccc32)n1	-5%	-7%	0.2%	1.5%	1.0%[50 µM]	-4%	0%	7%	6%
12	Cn1c(CN2CCOCC2)nnc1SCC(=O)Nc1nccs1	-4%	-12%	3.0%	0.8%	0.1%	0%	2%	1%	7%
13	Cc1ccc(/C=C2\Oc3c(ccc(O)c3CN3CCN(CCO)CC3)C2=O)cc1	?	0%	35%	1.6%	0.0%	-12%	1%	-14%	22%
14	CC(=O)N[C@@H](Cc1c[nH]c2ccccc12)C(=O)OCc1cc(C(F)(F)F)cc(C(F)(F)F)c1	1%	.	.	-0.8%	5.3%	3%	-2%	.	14%
15	COC(=O)C(C)C1Sc2ccccc2NC1=O (configuration not stated)	21%	-15%	-0.8%	0.1%	0.2%	4%	-2%	6%	23%
16	O=C(NCc1ccc2c(c1)OCO2)C1CCN(S(=O)(=O)c2ccc(Br)s2)CC1	.	-8%	-2.4%	1.9%	-0.1%	15%	12%	11%	1%

# Some of these compounds in order of SMILES length, rising.
no.	compound	NS5 inhibitors	GPR35 arrestin U2OS	HIV fusion peptide	RSV antiviral HEp-2	K1F lysis inhibition	Salmonella PhoP GFP	Rac1 GTP hydrolysis	GPR55 antagonists	SV40 large T antigen
7	COc1ccc(/C=N/Nc2nonc2N)c(OC)c1	-16%	3%	-0.9%	-3.8%	-0.6%	-1%	4%	0%	5%
12	Cn1c(CN2CCOCC2)nnc1SCC(=O)Nc1nccs1	-4%	-12%	3.0%	0.8%	0.1%	0%	2%	1%	7%
2	O=C(COC(=O)c1ccco1)Nc1ccc2c(c1)OCO2	-6%	-8%	5.3%	0.6%	1.9%	11%	10%	9%	-4%
9	COc1ccc(CCC(=O)NNC(=O)c2ccc(OC)cc2)cc1	-6%	4%	-1.5%	1.9%	0.1%	5%	6%	-5%	-1%
10	COC(=O)c1cc(C)sc1NC(=O)C1CC(=O)NN1Cc1ccccc1 (configuration not stated)	-2%	-4%	-2.1%	3.7%	-0.2%	-3%	14%	-18%	-3%
5	COc1ccc(CNCC(O)COc2ccc(C(C)(C)c3ccccc3)cc2)cc1 (configuration not stated)	-1%	-1%	0.9%	-2.1%	-0.2%	7%	27%	22%	5%
13	Cc1ccc(/C=C2\Oc3c(ccc(O)c3CN3CCN(CCO)CC3)C2=O)cc1	?	0%	35%	1.6%	0.0%	-12%	1%	-14%	22%
4	O=C(Nc1ccc(NC(=O)c2cc3ccccc3o2)cc1)c1ccc2c(c1)OCCO2	-2%	6%	0.4%	6.0%	0.2%	7%	7%	-2%	6%
16	O=C(NCc1ccc2c(c1)OCO2)C1CCN(S(=O)(=O)c2ccc(Br)s2)CC1	.	-8%	-2.4%	1.9%	-0.1%	15%	12%	11%	1%
6	O=C(/C=C/c1cccs1)N1CCC2(CC1)Oc1ccc(Cl)cc1C(=O)C21CC(c2ccccc2)=NO1 (configuration not stated)	-14%	4%	-1.7%	1.4%	2.4%	-4%	4%	-2%	21%
14	CC(=O)N[C@@H](Cc1c[nH]c2ccccc12)C(=O)OCc1cc(C(F)(F)F)cc(C(F)(F)F)c1	1%	.	.	-0.8%	5.3%	3%	-2%	.	14%
3	CN(C)[C@@H]1C(=O)C(C(=O)NCN2CCCC2)=C(O)[C@@]2(O)C(=O)C3=C(O)c4c(O)cccc4[C@@](C)(O)C3CC12 (some centres not stated)	.	2%	55%*	.	.	1%	.	-11%	33%

# New compounds follow:
no.	compound	NS5 inhibitors	GPR35 arrestin U2OS	HIV fusion peptide	RSV antiviral HEp-2	K1F lysis inhibition	Salmonella PhoP GFP	Rac1 GTP hydrolysis	GPR55 antagonists	SV40 large T antigen
17	CCOC(=O)COc1ccc(Cl)cc1C1NC(=O)NC(C)=C1C(C)=O (configuration not stated)	6%	-9%	-0.8%	1.5%	0.6%	-4%	0%	-9%	-1%
18	O=C(NC(Cc1ccccc1)c1nc2ccccc2[nH]1)C1CC(=O)N(c2ccc3c(c2)OCCO3)C1 (configuration not stated)	-2%	-3%	-3.5%	0.4%	-0.3%	8%	0%	9%	2%
19	Cc1ccc(C(=O)OCN2C(=O)c3ccccc3C2=O)o1	-8%	.	.	-0.1%	1.7%	-9%	2%	.	6%
20	COc1cccc2sc(Nc3nnc(-c4ccccc4Cl)o3)nc12	1%	-1%	11%	-2.0%	0.4%	-18%	8%	-9%	-1%
21	O=C(CN1C(=O)/C(=C\c2cccc(Br)c2)Oc2ccccc21)NCC1CCCO1 (configuration not stated)	-10%	-6%	2.0%	1.0%	0.2%	-3%	7%	-5%	2%
22	Cc1ccccc1NC(=O)COc1ccc(Br)cc1CNCCCO	-2%	-2%	-1.0%	-0.6%	-0.5%	-15%	-9%	15%	4%
23	O=C(O)c1c2c(nc3ccc(S(=O)(=O)N4CCC(C(=O)N5CCCCC5)CC4)cc13)CCCC2	1%	7%	-2.3%	-0.2%	-0.7%	22%	7%	10%	-7%
24	CCC1CCCCN1C(=O)C1CC(c2cc(Cl)c(OC)cc2OC)=NO1 (configuration not stated)	-3%	-1%	-0.3%	4.0%	-1.8%	3%	8%	6%	3%
25	CC(NC(=O)C(C)N1c2cccc3cccc(c23)S1(=O)=O)c1ccccc1 (configuration not stated)	3%	-1%	-1.3%	13%	0.2%	9%	6%	0%	1%
26	CCN(CC(=O)Nc1ccccc1C(F)(F)F)C(=O)C1CSC2(C)CCC(=O)N12 (configuration not stated)	1%	.	.	1.0%	1.8%[50 µM]	3%	6%	.	6%
